# Efflux pump inh – inhibitors of Candida antifungal efflux pumps expressed in yeast | S. cerevisiae Candida pump triplex, Nile Red efflux | inhibition, % at 10 µM | 330,000 tested, 0.44% active | AID 485275;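 active = plate passing quality check with inhibition over a set limit, or well fluorescence over plate mean plus 4 SD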;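 note: Nile Red retained in pooled yeast measured as flow cytometry median fluorescence; 0% = buffer negative control and 100% = Enniatin B positive control; higher means more Nile Red kept so more efflux inhibition; some compounds called inactive have numbers as strong as hits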
# EBNA-1 inhibitor – blocks EBNA-1 binding to DNA; EBNA-1 DNA binding, fluorescence polarization; inhibition, % at 14.8 µM; 300,000 tested, 0.34% active; in the data active = inhibition above about 28%
# ZTA DNA inh – ZTA (EBV) inhibition in EBNA-1 counter-screen; P03206; ZTA-DNA binding, fluorescence polarization; inhibition, % at 11 µM; 320,000 tested, 0.15% active; in the data active = inhibition above about 33%
# Target sequence (P03206 whole entry, looked up): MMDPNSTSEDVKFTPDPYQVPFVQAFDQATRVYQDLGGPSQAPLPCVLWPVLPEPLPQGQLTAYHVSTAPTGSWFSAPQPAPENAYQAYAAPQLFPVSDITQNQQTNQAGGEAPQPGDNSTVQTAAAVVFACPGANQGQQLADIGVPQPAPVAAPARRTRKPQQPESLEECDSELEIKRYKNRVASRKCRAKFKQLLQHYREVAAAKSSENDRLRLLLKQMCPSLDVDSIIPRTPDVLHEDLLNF
# MCL1-BIM inh – MCL1-BIM-BH3 interaction inhibition (human); inhibition, % at 10.9 µM; AID 2057; GST-MCL1 / FITC-Bim-BH3 fluorescence polarization; 320,000 tested, 0.68% active;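 active = inhibition above the mean inhibition of all tested compounds plus 3 SD, set per campaign, cut at about 40% in these data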;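 note: 0% = DMSO wells and 100% = unlabeled Bim-BH3 peptide control; higher means more loss of mP so more displacement of Bim peptide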
# Target sequence (Q07820 whole entry, looked up): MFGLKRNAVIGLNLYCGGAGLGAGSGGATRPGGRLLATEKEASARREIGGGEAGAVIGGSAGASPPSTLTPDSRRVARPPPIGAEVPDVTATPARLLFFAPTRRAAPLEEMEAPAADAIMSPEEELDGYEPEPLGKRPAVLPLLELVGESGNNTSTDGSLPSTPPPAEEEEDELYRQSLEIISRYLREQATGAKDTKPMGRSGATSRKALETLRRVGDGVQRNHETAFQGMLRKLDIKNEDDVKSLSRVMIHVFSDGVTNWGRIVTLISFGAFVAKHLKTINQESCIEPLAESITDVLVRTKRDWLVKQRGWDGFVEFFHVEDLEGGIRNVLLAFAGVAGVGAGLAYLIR
# CR mimetic SO – lowers age-related superoxide in aged yeast cells; S. cerevisiae aged cells, superoxide DHE fluorescence; stronger effect = lower value; superoxide response (% of plate mean), % at 10 µM; 330,000 tested, 0.18% active; AID 2690;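 active = superoxide response under a set limit, about three screen SD below normal, cut at about 65% in these data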;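 note: yeast aged for seven days with compound at 30 °C before DHE staining; 100% = average MFI of all compound-treated wells on the plate with controls excluded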
# MEX-5 binding – C. elegans MEX-5 TCR-2 RNA binding activity | Q9XUB2 | MEX-5/FITC-TCR2 RNA binding, fluorescence polarization; stronger effect = lower value | 300,000 tested, 0.38% active | activity score (negative = inhibition of binding), % at 10 µM;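 active = inhibition past about -25% in most replicates, and total fluorescence under double the plate's negative control median, limit read from the data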;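 note: 0% = DMSO and -100% = 5 µM competing unlabeled TCR2 RNA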
# GLD-1 TGE inh – GLD-1-TGE RNA interaction inhibition (C. elegans) | Q17339 | purified GLD-1 + fluorescein TGE RNA, fluorescence polarization | inhibition, % at 5.96 µM | 320,000 tested, 0.44% active;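 active = percent inhibition above a per-plate cutoff, the plate mean of test compounds plus 3 SD, cut at about 30% in these data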;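 note: 0% = DMSO wells with GLD-1 and probe and 100% = wells lacking GLD-1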
# Target sequence (Q17339 whole entry, looked up): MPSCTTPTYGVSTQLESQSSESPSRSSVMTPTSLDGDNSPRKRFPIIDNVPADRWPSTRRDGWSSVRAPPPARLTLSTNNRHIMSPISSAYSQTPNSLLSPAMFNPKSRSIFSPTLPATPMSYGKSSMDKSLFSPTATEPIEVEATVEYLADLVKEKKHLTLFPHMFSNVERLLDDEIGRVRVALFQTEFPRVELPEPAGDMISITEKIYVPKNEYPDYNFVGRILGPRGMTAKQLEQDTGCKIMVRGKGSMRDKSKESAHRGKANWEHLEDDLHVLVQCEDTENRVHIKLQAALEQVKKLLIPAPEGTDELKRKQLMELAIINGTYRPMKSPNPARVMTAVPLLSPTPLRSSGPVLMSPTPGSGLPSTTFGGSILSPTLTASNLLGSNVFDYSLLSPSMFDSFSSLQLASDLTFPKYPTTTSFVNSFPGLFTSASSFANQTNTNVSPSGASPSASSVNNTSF
# Bcl-xL primary – Bcl-xL (human) inhibition. inhibition, % at 10.9 µM. 320,000 tested, 0.7% active. GST-Bcl-xL / FITC-Bim BH3 peptide fluorescence polarization;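 active = inhibition above the mean of all tested compounds plus 3 SD, cutoff set per campaign, cut at about 30% in these data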;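 note: 0% = DMSO wells and 100% = unlabeled Bim-BH3 peptide competitor; inhibitors lower millipolarization by displacing the labeled peptide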
# Fam108B inh – Fam108B inhibition, counter-screen for RBBP9 inhibitors. 300,000 tested, 0.33% active. inhibition, % at 9.51 µM. AID 1947. recombinant Fam108B, FP-Rh probe fluorescence polarization;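 active = inhibition above the screen mean inhibition plus 3 SD, computed separately per campaign, cut at about 18% in these data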;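 note: inhibitors lower polarization as less probe binds the enzyme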
# * = called active by the depositor; . = not tested or not shown.
SMILES,Efflux pump inh,EBNA-1 inhibitor,ZTA DNA inh,MCL1-BIM inh,CR mimetic SO,MEX-5 binding,GLD-1 TGE inh,Bcl-xL primary,Fam108B inh
Cc1cc(OCC(=O)NCCc2ccc(S(N)(=O)=O)cc2)c2c(C)c(C)c(=O)oc2c1,0.0,9.4,-18.2,3.5,97.8,-1.6,4.4,5.7,-1.4
NS(=O)(=O)c1ccc(CCNS(=O)(=O)c2ccc3c(c2)NC(=O)CO3)cc1,0.1,-1.2,-1.6,-0.3,124.2,0.2,-5.0,0.4,-0.2
CSCC(=O)N1CCCC(CNC(=O)c2ccc(-c3ccccc3)cc2)C1 (centres undefined),-0.2,1.0,18.3,-2.0,114.4,2.7,5.7,4.5,0.2
Cc1n[nH]c(=S)n1/N=C/c1c(O)ccc2ccccc12,0.0,-13.2,-7.7,-7.8,101.3,-2.8,15.8,-17.9,6.9
O=C(CNC(=O)c1ccc(Cl)c([N+](=O)[O-])c1)NCC1CCCO1 (centres undefined),-0.1,6.1,12.3,-5.4,109.1,1.8,-1.2,-2.1,-0.7
CCN(CC)C(=O)Cn1nc(C)c2ccccc2c1=O,-0.1,11.0,-2.9,-4.9,107.3,0.0,-3.4,4.7,1.8
CCc1nnc(NS(=O)(=O)c2ccc(NC(=S)Nc3ccc(F)cc3)cc2)s1,0.0,3.4,13.7,5.1,95.1,1.0,3.2,2.4,-3.9
Cn1c(=O)cc(SCC(=O)NCCCN2CCN(c3ccccc3F)CC2)c2ccccc21,0.0,1.9,-1.7,0.5,90.1,2.2,2.5,2.3,-3.3
CCOC(=O)CCCCC(=O)c1[nH]c(=O)[nH]c1CSCCO,0.0,6.9,3.5,3.1,83.7,0.1,-3.5,-3.6,6.1
COc1cccc(CC(=O)Nc2cc(C(F)(F)F)ccc2N2CCCC2)c1,-0.1,4.1,-1.0,-20.4,104.0,-0.4,0.7,-14.0,-1.1
CC(C)N1CCN(Cc2cccc3nonc23)CC1CCO (centres undefined),0.0,-2.7,-3.0,0.6,98.9,-1.4,-2.0,2.5,-1.4
Cc1cc2oc(C(=O)Nc3nonc3C)c(C)c2cc1Cl,-0.2,11.4,-6.0,4.9,85.4,0.1,1.8,2.7,-1.2
CC(=O)/C(=N\Nc1ccc(Cl)cc1Cl)Sc1cccc2cccnc12,-0.1,-8.2,7.3,3.5,97.8,-2.4,4.7,4.7,-2.1
CCN(CC(=O)NCC(=O)Nc1cccc(C)c1C)Cc1ccccc1,0.2,-4.2,0.9,-6.9,100.6,1.5,1.2,4.2,2.1
O=C(CCC1CCCN(C(=O)c2cc3ccccc3o2)C1)NCc1ccc(F)c(F)c1 (centres undefined),0.0,10.7,-2.0,3.3,83.8,0.4,-0.4,5.1,1.6
CCCN(CC(=O)Nc1ccccc1OC)C(=O)c1ccc(COc2ccccc2)o1,0.2,.,7.4,-0.3,105.1,.,-1.4,3.4,.
C/C(=N\NC(=O)C1CC1c1ccccc1)c1cccs1 (centres undefined),0.0,11.9,-10.1,0.8,93.2,2.2,-3.3,-1.7,5.8
O=C(OC1CCOC1=O)c1ccc(S(=O)(=O)N2CCCCCC2)cc1 (centres undefined),0.3,-3.6,1.6,4.2,107.9,0.6,-2.1,2.5,5.0
CCCCNC(=O)c1ccccc1NC(=O)CCSc1ccccc1,0.0,-3.0,-5.4,-4.2,99.1,0.0,-1.0,5.1,-6.1
COc1ccccc1CNC(=O)C1CCCN(S(=O)(=O)c2cccc3nonc23)C1 (centres undefined),0.0,0.7,9.8,-2.6,133.9,0.3,-4.9,4.8,1.2
O=C(c1ccc2c3c(cccc13)CC2)C1CCCN(Cc2ccccn2)C1 (centres undefined),-0.1,-8.1,-15.7,1.2,96.9,.,7.8,3.0,4.7
COc1ccc(C)cc1NC(=O)C1CCCN1C(=O)OCc1ccccc1 (centres undefined),-0.1,0.2,-29.0,-0.2,102.5,-2.0,-0.7,3.7,1.2
Cc1cc(=O)[nH]c(N/N=C/c2c(C)nn(-c3ccc(F)cc3)c2Cl)n1,-0.1,4.1,-4.0,5.0,91.8,-2.0,-5.1,-11.9,-7.2
CN(C)c1ncnc2c1NC1=C(S2)C(=NCCCC(=O)O)CC(C)(C)C1,0.1,-1.5,-4.9,32.3,102.6,-11.3,3.1,32.3*,-4.8
Cc1ccc(-c2nc(C(F)(F)F)cc(=O)[nH]2)cc1,-0.1,4.2,-2.2,1.4,126.4,-1.1,2.4,4.3,0.5
Cc1nc2cc(N)ccc2n1-c1ccccc1,0.2,-1.6,-0.7,4.1,97.5,-0.5,-2.5,-0.6,0.0
CC(=O)NCCCNc1ccc([N+](=O)[O-])cc1,0.1,-1.7,5.5,-2.9,94.9,-1.3,1.8,-1.3,1.6
COc1ccc(C(=O)O/N=C2\CCCc3nonc32)cc1,-0.1,-11.4,-16.0,-2.1,100.5,-0.7,1.2,2.3,1.7
Cc1ccc(CCNC(=O)C2CCC(=O)N(Cc3ccccc3F)C2)o1 (centres undefined),-1.9,4.7,-4.2,6.0,104.4,0.9,3.9,-0.4,0.7
Cc1nn(CC(=O)Nc2ccc3c(c2)OCO3)c(C)c1Cl,0.0,-1.6,1.8,-0.3,115.8,-3.7,-0.3,0.0,1.1

# Reprinted from the part before: two entries; new compounds follow.
SMILES,Efflux pump inh,EBNA-1 inhibitor,ZTA DNA inh,MCL1-BIM inh,CR mimetic SO,MEX-5 binding,GLD-1 TGE inh,Bcl-xL primary,Fam108B inh
Cc1ccc(CCNC(=O)C2CCC(=O)N(Cc3ccccc3F)C2)o1 (centres undefined),-1.9,4.7,-4.2,6.0,104.4,0.9,3.9,-0.4,0.7
Cc1nn(CC(=O)Nc2ccc3c(c2)OCO3)c(C)c1Cl,0.0,-1.6,1.8,-0.3,115.8,-3.7,-0.3,0.0,1.1
CCN(CC)CCn1c2c(c(SCC(=O)Nc3ccc4c(c3)OCCO4)nc1=O)CCCC2,-0.1,0.9,-4.5,6.7,115.4,-0.4,-0.1,-2.1,2.3
Cc1nc(N2CCOCC2)nc(N2CCCCC2C)c1[N+](=O)[O-] (centres undefined),-0.2,11.2,7.6,3.9,106.5,1.0,3.5,4.9,3.8
Cc1[nH]c(C)c(S(=O)(=O)N2CCN(c3cccc(C(F)(F)F)c3)CC2)c1C(=O)N1CCCC1,-0.1,-17.8,-10.8,5.3,91.9,3.8,0.8,6.8,4.8
CCOC(=O)N1CCN(C(=O)CN(C2CCCCC2)S(=O)(=O)c2c(C)cc(C)cc2C)CC1,-0.1,5.1,-5.4,2.7,102.7,1.4,0.8,1.1,5.2
O=C(NCCCl)C1Cc2c(ccc3ccccc23)O1 (centres undefined),-0.1,-1.0,-17.8,-5.7,112.2,-0.6,3.1,12.0,0.9
CCOc1ccc(N2C(=O)CC(NNc3nc4ccccc4s3)C2=O)cc1 (centres undefined),-0.1,-11.7,-0.7,2.8,124.0,2.8,3.6,0.2,-0.9
CCOC(=O)C1=C(C)S/C(=C\N(C)C)C1=O,-0.1,7.2,5.5,13.7,101.4,1.0,9.0,2.3,1.3
CCOC(=O)c1sc(=NC(=O)COc2ccccc2)n(C)c1C,-0.1,-7.7,-11.0,3.7,111.6,7.4,-3.7,6.0,-0.9
CCOc1cc(/C=C/C(=O)N(CC)CC(=O)NCc2cccs2)cc(Cl)c1OC,-0.2,6.8,14.6,5.0,81.0,0.2,-1.4,5.7,-3.5
CN1C(=O)C(O)(CC(=O)c2ccc3c(c2)OCO3)c2ccccc21 (centres undefined),0.0,5.5,-2.1,1.9,91.8,0.2,3.8,5.7,-1.6
Cc1cc(C)cc(NC(=O)Nc2ccc3ccccc3n2)c1,-0.1,-9.0,-11.6,-7.2,100.8,1.1,4.8,-9.1,-0.1
CCOc1ccc(S(=O)(=O)N2CCN(Cc3ccccc3)CC2)cc1,0.1,-2.6,0.0,-1.6,110.1,-2.1,-4.0,3.4,0.1
CCCCOc1ccccc1C1NC(=O)NC(C)=C1C(=O)OCc1ccco1 (centres undefined),0.1,-0.1,7.2,-7.0,103.4,-2.8,-6.2,0.9,-5.5
COc1cc(OC)c(NC(C)C(=O)N2CCCC2)cc1Cl (centres undefined),0.2,-6.3,-6.1,1.0,101.4,1.0,10.6,2.6,-0.3
CC(C)c1nc(N2CCOCC2)c(C#N)c2c1CCCC2,0.1,-3.2,-6.9,5.2,110.8,1.2,-1.4,8.3,1.0
CSc1ccccc1C(=O)NCc1ccc(F)cc1,-0.1,11.7,10.7,9.3,82.3,-0.3,5.0,3.7,-3.1
CCOC(=O)c1ccc(NC(=O)CC2NCCNC2=O)cc1 (centres undefined),-0.2,0.8,-3.1,0.3,99.2,-2.2,3.4,-0.1,3.2
O=C(Nc1ccccc1)N1CCC(C(=O)N2CCN(c3ccccc3F)CC2)CC1,-0.2,10.1,-4.5,-4.1,90.5,-1.9,3.1,1.8,1.9
CC/C(=N\NC(=O)c1ccoc1C)c1ccc(C)o1,0.2,-3.3,5.0,-0.5,96.6,-2.7,-4.1,2.2,-0.2
O=C(CN1C(=O)/C(=C/c2cccc(Cl)c2)SC1=S)NC1C=CS(=O)(=O)C1 (centres undefined),-0.5,8.7,-0.7,12.7,93.4,-3.4,-0.3,7.1,7.4
Cc1ccc(-n2c(=S)sc3c(=O)n(-c4ccccc4F)c(SCC(=O)O)nc32)cc1C,-0.1,-3.4,2.3,0.6,100.7,1.0,0.3,1.4,-3.8
COC(=O)c1ccccc1NC(=O)CN1CCN(C23CC4CC(CC(C4)C2)C3)CC1,0.3,-10.8,8.1,-1.9,83.9,0.4,-3.4,1.1,0.7
COCCCNC(=O)c1nc2c(nnn2Cc2cc(C)ccc2C)c(=O)[nH]1,0.0,4.0,6.0,8.1,93.2,-3.6,-2.0,4.9,-2.2
CCOC(=O)N1CCC2(CC1)NCCc1c2[nH]c2ccccc12,0.9*,-12.6,-6.8,-2.1,96.5,-3.8,-3.2,-1.4,0.2
O=C(CNCCC1=CCCCC1)Nc1ccc(N2CCCCCC2)cc1,0.3,-14.8,8.3,14.4,101.3,-1.4,6.9,10.3,3.1
COc1ccccc1NC(=O)c1ccccc1NC(=O)c1cccs1,0.0,-6.9,8.7,4.3,91.0,0.3,5.9,4.2,-2.5
CC(Nc1nc(N2CCCCC2)nc2ccccc12)c1ccccc1 (centres undefined),0.1,-0.1,-11.6,-2.6,93.8,0.8,5.6,6.3,3.5
Cn1cc(C(=O)N/N=C/C2=C(N3CCOCC3)C(=C\c3ccccc3)/CC2)ccc1=O,0.5,-6.2,5.3,7.2,102.6,1.1,5.0,1.7,-1.1
CCn1c(COc2cccc(C)c2C)nnc1SCC(=O)Nc1cc(C)on1,-0.1,21.5,10.6,-4.9,98.2,-1.6,0.4,-2.1,-1.4
CN(Cc1ccc(F)cc1)C(=O)CNC(=O)C1CCCCC1,-0.5,-7.7,-4.2,0.6,97.6,-0.1,3.1,3.8,2.4
Cc1cc(C)cc(NC(=O)C2CCN(S(C)(=O)=O)CC2)c1,-0.1,-1.1,14.4,5.7,106.5,1.2,6.9,8.3,-3.6
CCN(CC)c1ccc(S(=O)(=O)N(CC)CC)cc1NC(=O)C1CCCC1,0.1,-2.9,12.3,-7.0,99.9,1.1,1.4,1.5,-0.1
O=C(CCn1cncn1)N1CCN(S(=O)(=O)c2ccc(Cl)cc2)CC1,0.1,-8.7,1.8,-1.3,107.8,-1.8,-6.6,-0.4,2.2
O=C(Nc1ccc(Cl)c(Cl)c1)OCc1cncs1,-0.1,6.2,1.9,10.8,96.5,-0.7,5.8,0.0,1.0

# Efflux pump inh: entries above that show a hit.
structure | Efflux pump inh | EBNA-1 inhibitor | MCL1-BIM inh | MEX-5 binding | GLD-1 TGE inh | Bcl-xL primary
CCOC(=O)N1CCC2(CC1)NCCc1c2[nH]c2ccccc12 | 0.9* | -12.6 | -2.1 | -3.8 | -3.2 | -1.4

# Compound activity as filed in PubChem.
